Assay outcomes (PubChem)
LYPLA1 inh: LYPLA1 (human) inhibition in PME1 counter-screen | recombinant LYPLA1, FP-Rh probe fluorescence polarization | 320,000 tested, 0.16% active | inhibition, % at 5.9 µM | AID 2174 | O75608;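 active = inhibition above the mean of all tested compounds plus 3 SD, set per campaign, cut at about 14% in these data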;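 also: inhibitors block serine hydrolase probe labeling of LYPLA1 so polarization falls; 0% = enzyme with DMSO and 100% = wells lacking LYPLA1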
Target sequence (O75608 whole entry, looked up): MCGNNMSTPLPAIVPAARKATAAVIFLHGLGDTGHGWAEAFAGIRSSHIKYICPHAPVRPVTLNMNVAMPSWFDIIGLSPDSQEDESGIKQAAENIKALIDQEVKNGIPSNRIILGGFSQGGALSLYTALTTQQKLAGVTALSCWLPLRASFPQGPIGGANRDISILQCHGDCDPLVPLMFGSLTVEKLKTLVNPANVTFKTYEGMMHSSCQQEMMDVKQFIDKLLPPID
PAFAH2 FP inh: PAFAH2 (human) inhibition; Q99487; recombinant PAFAH2, FP-rhodamine activity probe, fluorescence polarization; inhibition, % at 3.39 µM; 340,000 tested, 0.99% active; AID 492956;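 active = inhibition above the mean over all tested compounds plus 3 SD, cut at about 30% in these data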;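 also: inhibitors block probe labeling of enzyme so polarization drops; 0% = enzyme with DMSO and 100% = wells lacking PAFAH2 protein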
pPAFAH FP inh: pPAFAH (human) enzyme inhibition. recombinant pPAFAH, FP-rhodamine probe fluorescence polarization. inhibition, % at 3.39 µM. 330,000 tested, 1.5% active. AID 463082;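 active = inhibition above the mean inhibition across the screen plus 3 SD, cut at about 25% in these data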;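 also: inhibitors block binding of the rhodamine activity-based probe so polarization drops; 0% = enzyme with DMSO and 100% = wells lacking pPAFAH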
PAFAH1B2 inh: blocks human PAF acetylhydrolase 1b catalytic subunit 2; AID 492953; inhibition, % at 3.39 µM; 340,000 tested, 1.2% active; recombinant PAFAH1B2, FP-rhodamine activity probe, fluorescence polarization;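 active = inhibition above the mean of all tested compounds plus 3 SD, cut at about 24% in these data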;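 also: 0% = enzyme with DMSO and 100% = wells lacking PAFAH1B2; many of its hits are not listed in these tables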
LYPLA2 inh: blocks human lysophospholipase 2, a PME1 counter-screen; 320,000 tested, 0.38% active; recombinant LYPLA2, FP-Rh probe fluorescence polarization; O95372; AID 2177; inhibition, % at 5.9 µM;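 active = inhibition above the screen-wide mean plus 3 SD, limit set per campaign, cut at about 26% in these data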;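 also: 0% = LYPLA2 with DMSO and 100% = wells lacking LYPLA2 enzyme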
PREPL inh: human PREPL enzyme inhibition; 320,000 tested, 0.68% active; recombinant PREPL, fluorescence polarization activity-based probe; Q4J6C6; inhibition, % at 5.96 µM; AID 2751; in the data active = inhibition above about 43%;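 also: 0% = enzyme with DMSO and 100% = wells lacking enzyme; many of its hits are not listed in these tables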
PAFAH1B3 inh: blocks human PAF acetylhydrolase 1B catalytic subunit 3; Q15102; recombinant PAFAH1B3, FP-rhodamine probe, fluorescence polarization; inhibition, % at 3.39 µM; 340,000 tested, 0.28% active;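 active = inhibition above the screen-wide average of all tested compounds plus 3 SD, cut at about 25% in these data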;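 also: 0% = enzyme with DMSO only and 100% = wells lacking PAFAH1B3 protein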
GSTO1 counter: blocks human GSTO1 in RBBP9 counter-screen; inhibition, % at 5.96 µM; AID 1974; recombinant GSTO1, activity-based probe fluorescence polarization; 300,000 tested, 1.1% active;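 active = inhibition above the campaign mean inhibition plus 3 SD, cut at about 35% in these data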;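 also: 0% = GSTO1-1 with DMSO and 100% = wells lacking GSTO1-1 enzyme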
PAD4 inh: inhibitors of human PAD4; 330,000 tested, 0.41% active; inhibition, % at 6.36 µM; recombinant PAD4, RCA probe fluorescence polarization; Q9UM07;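 active = percent inhibition above a cutoff equal to the mean of all tested compounds plus 3 SD, cut at about 15% in these data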;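 also: 0% = PAD4 with RCA probe and DMSO and 100% = probe without PAD4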
Target sequence (Q9UM07 whole entry, looked up): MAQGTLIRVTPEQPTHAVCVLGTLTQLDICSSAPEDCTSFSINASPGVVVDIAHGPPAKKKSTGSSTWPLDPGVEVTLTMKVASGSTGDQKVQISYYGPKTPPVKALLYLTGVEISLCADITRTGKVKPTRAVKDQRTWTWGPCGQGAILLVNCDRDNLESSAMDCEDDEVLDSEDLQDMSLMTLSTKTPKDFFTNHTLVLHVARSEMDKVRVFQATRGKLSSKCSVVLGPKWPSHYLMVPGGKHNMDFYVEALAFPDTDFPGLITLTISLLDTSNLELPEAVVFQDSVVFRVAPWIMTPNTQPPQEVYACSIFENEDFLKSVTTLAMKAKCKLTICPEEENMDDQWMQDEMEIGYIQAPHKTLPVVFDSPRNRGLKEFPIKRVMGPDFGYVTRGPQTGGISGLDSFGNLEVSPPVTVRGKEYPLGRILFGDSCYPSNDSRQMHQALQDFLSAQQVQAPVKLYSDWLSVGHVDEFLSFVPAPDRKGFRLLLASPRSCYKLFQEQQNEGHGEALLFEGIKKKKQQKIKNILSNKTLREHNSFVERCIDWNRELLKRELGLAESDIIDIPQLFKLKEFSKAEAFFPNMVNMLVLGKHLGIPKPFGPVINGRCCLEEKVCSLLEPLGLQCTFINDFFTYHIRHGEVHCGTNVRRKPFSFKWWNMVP
* marks the source's active call; other numbers are inactive results; / = no result given; & = joins results of further samples. These rows are one share of the data (hit frequency here may not be typical).

SMILES	LYPLA1 inh	PAFAH2 FP inh	pPAFAH FP inh	PAFAH1B2 inh	LYPLA2 inh	PREPL inh	PAFAH1B3 inh	GSTO1 counter	PAD4 inh
COc1cc(C2CC(=O)Nc3ccccc3S2)cc(OC)c1OC (stereo unspecified)	2	-1	6	6	11	10	4	2	7
COc1cccc(NC(=S)N2CCN(C(c3ccccc3)c3ccccc3)CC2)c1	-7	-1	5	-1	-4	9	-2	1	-1
O=C(Cn1c(=O)oc2cc(S(=O)(=O)NCc3ccccc3)ccc21)NCc1ccco1	1	1	4	2	1	-4	8	2	-1
Cc1cccc(CSc2ccc3nnc(-c4cccs4)n3n2)c1	-1	0	5	-1	-7	-3	-2	2	-5
COc1ccc(CN2C(=O)c3cccnc3C2=O)cc1S(=O)(=O)N1CCCC(C)C1 (stereo unspecified)	2	7	10	4	-2	-1	3	2	-2
Cc1ccc(S(=O)(=O)CC(C)(O)CS(=O)(=O)c2ccc(C)cc2)cc1	-4	14	-3	2	-1	1	-1	2	2
C#CCOCCOCCOCCNc1nc(N2CCN(C(=O)[C@H](CCCCN)n3cc([C@@H](N)CC(C)C)nn3)CC2)nc(N2CCN(C(=O)[C@H](Cc3ccc(O)cc3)n3cc([C@@H](N)CC(C)C)nn3)CC2)n1	3	/	-4	/	-4	18	/	9	0
COc1ccc(C(=O)C2CCCN(C(=O)Cn3cncn3)C2)cc1OC (stereo unspecified)	2	7	-1	6	1	23	4	-2	1
COc1ccccc1C(=O)Nc1cc(C)on1	2	-4	7	1	5	-6	-3	8	4
CN=C1S/C(=C\c2ccc(SC)cc2)C(=O)N1C	1	-1	2	2	9	-6	-4	-3	-1
Cc1cccc(OCCNC(=O)CCNS(=O)(=O)c2ccc3ccccc3c2)c1	-5	4	-1	9	-3	-103	12	/	0
O=C(NCc1ccccc1)C(c1cccnc1)N(C(=O)c1csnn1)c1ccccc1 (stereo unspecified)	3	6	0	0	-4	11	5	1	-3
COc1ccccc1NC(=O)CC(c1ccc(F)cc1)c1ccco1 (stereo unspecified)	3	0	-2	3	-4	9	-1	1	-2
CCC(C)C(=O)N1c2ccccc2C(=C2SC(C(=O)OC)=C(C(=O)OC)S2)C(=S)C1(C)C (stereo unspecified)	1	6	3	-1	7	9	7	21	2
COC(=O)N[C@H](c1ccccc1)[C@@]1(C)C[C@@H]1[C@@H](C)C(=O)Nc1ccc2ccccc2c1	-2	-5	-5	-4	1	2	6	1	-1
CN(CC(=O)NC1(C)CCS(=O)(=O)C1)S(=O)(=O)c1ccc(Cl)cc1 (stereo unspecified)	0	9	5	10	-3	0	5	4	-3
COC(=O)CC1c2ccccc2S(=O)(=O)N1Cc1ccccc1 (stereo unspecified)	1	-2	3	8	2	-2	11	-4	-2
CCn1cc(C(=O)O)c(=O)c2cc(F)c(N3CCN(C(=S)Nc4ccc(OC)cc4)CC3)cc21	1	4	5	1	3	2	-3	-3	-8
Cc1sc2nc(COC(=O)C(NC(=O)c3ccc(Cl)cc3Cl)C(C)C)[nH]c(=O)c2c1C (stereo unspecified)	-10	-10	-3	-4	-17	-2	2	1	-2
O=C(c1ccc(Cl)cc1)N1CCN(S(=O)(=O)/C=C/c2ccccc2)CC1	0	8	5	2	6	10	7	/	-5
Cc1c(C)n(CC(O)CNc2ccccc2)c2ccccc12 (stereo unspecified)	2	0	4	1	2	6	-1	9	2
Cc1c(NC(=O)C(C)OC(=O)c2ccc(Cl)nc2)c(=O)n(-c2ccccc2)n1C (stereo unspecified)	-6	-10	-3	2	-9	-8	8	-6	0
COC(=O)c1cc(OC)c(OC)c(OC)c1N	-1	5	4	-3	-2	-6	10	-1	-3
O=C(NCCN1CCCCC1)c1ccc(/C=N/O)nc1	1	-5	-3	1	2	0	3	0	0
COc1ccc(CCNC(=O)Cn2c(=O)n(-c3ccc(C)c(F)c3)c(=O)c3sccc32)cc1OC	3	0	1	-1	6	13	9	9	5
Additional records
SMILES	LYPLA1 inh	PAFAH2 FP inh	pPAFAH FP inh	PAFAH1B2 inh	LYPLA2 inh	PREPL inh	PAFAH1B3 inh	GSTO1 counter	PAD4 inh
CN(C)c1ccc(NC(=O)c2cnsn2)cc1	0	6	0	1	2	6	-4	1	0
O=C(NCCCl)Nc1ccccc1NS(=O)(=O)c1cccs1	/	-1	-5	3	/	-6	17	/	5
N#C/C(=C(/O)c1ccco1)c1nc2ccccc2s1	3&-1	12&13	2&2	7&4	-2&-6	3&2	2&3	-26&-24	-5&3
CN1CCc2c(sc3c2c(=O)n(-c2ccccc2)c2nncn32)C1	1	7	2	-4	11	12	-2	22	6
Cc1ccc(S(=O)(=O)c2nc(S(C)(=O)=O)sc2N2CCC(C(N)=O)CC2)cc1	1	5	-2	2	-1	-1	0	1	-3
CCOc1ccc(NC(=O)c2cn(CC(C)C)c(=O)c3c2c2ccccc2n3C)cc1	-3	-1	0	-3	4	-7	4	1	1
Cc1cccc(C(=O)N/N=C/C(C)Cc2ccc3c(c2)OCO3)c1 (stereo unspecified)	4	3	-4	6	0	1	0	0	0
Cc1cccc(C(=O)OCC(=O)NC2CC2)c1O	/	-3	1	5	/	-1	15	/	1
COc1ccc(-c2c(-c3ccccc3OC)oc3ccccc23)cc1F	-3	1	0	2	2	-2	9	/	-2
Cc1nc2c(-c3ccc(F)cc3)c(C)nn2c(C)c1CCC(=O)N1CCC(Cc2ccccc2)CC1	-5	11	3	6	-2	24	6	-2	3
CCCCn1c(=O)[nH]c(=O)c2c1nc(-c1ccc(OCCC)c(OCC)c1)n2C	-3	2	-4	7	-7	-9	-6	11	-1
O=C1C=C(c2cccc(OCc3ccccc3)c2)C[C@@H](c2ccc3c(c2)OCO3)C1	0	-3	3	1	3	1	11	/	-1
CCN(CC)c1ccc(NC(=O)c2ccco2)cc1	5	-1	5	3	8	-1	2	9	0
O=C(NCc1ccccc1)c1cccc(S(=O)(=O)N2CCOCC2)c1	0	2	-2	-3	6	22	-9	9	-5
CN(c1ccccc1)S(=O)(=O)c1ccc(C(=O)Nc2nnc(C3CC3)s2)cc1	-4	7	0	3	-3	-9	2	-10	0
Cc1ccc(C)n1CCN1CCN(C(=O)c2ccc(Cl)cc2)CC1	-2	0	-3	-1	-6	17	12	-2	0
O=C(/C=C/c1ccccc1)N1CCC(Cc2ccccc2)CC1	5	-8	9	0	6	-9	4	0	-4
COc1cc2c(C)nc(C)c(C#N)c2cc1OC	3	5	0	4	2	-3	5	-1	4
CCC(=O)c1cn(CC(=O)Nc2ccccc2Cl)c2ccccc12	-7	-3	-6	0	-5	-16	8	-1	-6
COC(=O)c1cc(Br)c(=O)n(CC(C)C)c1	0	5	-4	-2	-1	17	14	2	-5
COc1ccc(CNC(=O)COC(=O)CCc2nc3ccccc3c(=O)[nH]2)cc1	3	3	-3	3	3	-6	1	-4	1
COc1ccc(N2C(=O)NC3CC2(C)Oc2ccc(Br)cc23)cc1OC (stereo unspecified)	-2	-3	-3	7	-8	39	3	3	2
CC1CCC(C(C)C)C(OC(=O)CSc2nc(N)cc(=O)[nH]2)C1 (stereo unspecified)	2	-6	2	23	0	13	3	-1	-2
Cc1n[nH]c(C)c1N=Nc1cc(Cl)ccc1Cl	5	9	9	0	7	3	6	-1	-1
CC(=O)Nc1ccc(C(=O)CSc2nnnn2C2CCCC2)cc1	-1	-10	4	-3	6	-11	7	7	-2
Going on with the list.
SMILES	LYPLA1 inh	PAFAH2 FP inh	pPAFAH FP inh	PAFAH1B2 inh	LYPLA2 inh	PREPL inh	PAFAH1B3 inh	GSTO1 counter	PAD4 inh
COc1ccccc1OCCNC(=O)c1ccc(C(C)(C)C)cc1	2	-5	5	5	3	-1	-3	4	1
O=C(CCCc1ccccc1)Nc1cccnc1	-2	-3	1	6	10	5	-4	0	-4
COc1cccc(CNC(=O)C2CCCN(c3nn4c(=O)cc(C)nc4s3)C2)c1 (stereo unspecified)	4	6	5	-2	11	-1	7	-4	1
CC(C)(Oc1ccc(Cl)cc1)C(=O)N/N=C/c1cn[nH]c1-c1ccccc1	-4	-8	1	0	0	-10	-5	-11	1
COc1ccccc1C(=O)NNC(=O)C1CC=CCC1 (stereo unspecified)	2	-1	-2	0	-4	19	-6	6	0
CCC(C)[C@H]1CNCCN1CCC12CC3CC(CC(C3)C1)C2 (stereo partly specified)	-1	-1	2	1	1	-1	3	/	-1
COc1cc(/C=N/S(=O)(=O)CCc2ccccc2)cc(OC)c1O	0	-4	2	1	5	-5	2	1	2
CC(C)(C)n1nc2c(c1NC(=O)c1cccc(Cl)c1)CS(=O)(=O)C2	1	7	1	-6	3	8	5	2	3
O=C(O)c1ccc(-n2c(/C=C/c3cccc([N+](=O)[O-])c3)nc3ccccc3c2=O)cc1	1	4	4	0	-3	16	-6	-2	0
Cc1ccc2c(c1)/C(=N/O)CCS2	2	-2	1	3	2	8	3	-3	-2
COc1cc(C2C(C#N)=C(C)NC(C)=C2C#N)cc(OC)c1OC	-4	0	1	0	3	4	3	3	4
COc1ccccc1N(Cc1cc(=O)[nH]c2ccccc12)C(=O)c1ccc([N+](=O)[O-])cc1	-1	-6	0	5	-4	-9	-5	-1	4
Cc1ccc(NC(=O)CN2C(=O)CCSc3ccc(S(=O)(=O)N4CCCC4)cc32)cc1C	-10	2	9	5	-10	10	8	-8	2
O=C(c1ccc(Cl)c(F)c1F)N1CCCC1	0	3	3	6	-1	-5	-8	2	3
COc1cccc(C(=O)Nc2ccc3c(cc2=O)[C@@H](NC(C)=O)CCc2cc(OC)c(OC)c(OC)c2-3)c1	-6	-1	1	5	-4	-6	9	-7	-3
O=C(O)CCCNC(=O)CC1S/C(=N/N=C/c2ccccc2O)NC1=O (stereo unspecified)	-3	6	1	0	-1	-5	8	-5	-4
CC1CCCC(C)N1C(=O)C1CC(c2ccc(F)cc2)=NO1 (stereo unspecified)	0	9	2	4	-2	12	7	-5	3
CCC(C)NC(=O)Cc1c(C)c2cc3c(cc2oc1=O)OC(C)(C)CC3 (stereo unspecified)	0	-9	-3	12	4	22	8	-1	2
CCOC(=O)N1CCC(NC(=O)c2cc(C(=O)Nc3cccc(C(F)(F)F)c3)ccc2CO)CC1	-10	-2	-5	2	-11	4	2	2	0
O=S(=O)(c1ccc(Br)cc1)N1CCCN(Cc2cccc(F)c2)CC1	-6	-1	4	7	13	-25	4	9	-2
COc1ccc(C(=O)NNS(=O)(=O)c2ccc(C)cc2)cc1	-5	-4	-7	7	-3	2	3	-5	4
Cc1ccc(/C(O)=C2/C(=O)C(=O)N(c3ccccn3)C2c2cccc([N+](=O)[O-])c2)cc1 (stereo unspecified)	5	11	8	3	3	-6	4	-8	-1
C=CCC1(CC=C)CCCN1Cc1nc(COc2ccccc2)no1	-4	-2	8	-1	-5	12	3	4	-5
CC(NCC(c1ccco1)N1CCCCC1)C(=O)NC1CCCC1 (stereo unspecified)	1	6	-1	5	7	30	6	14	4

Retrieved one by one from the entries so far, four records:
SMILES	LYPLA1 inh	PAFAH2 FP inh	pPAFAH FP inh	PAFAH1B2 inh	LYPLA2 inh	PREPL inh	PAFAH1B3 inh	GSTO1 counter	PAD4 inh
COC(=O)c1cc(OC)c(OC)c(OC)c1N	-1	5	4	-3	-2	-6	10	-1	-3
Cc1ccc(/C(O)=C2/C(=O)C(=O)N(c3ccccn3)C2c2cccc([N+](=O)[O-])c2)cc1 (stereo unspecified)	5	11	8	3	3	-6	4	-8	-1
CCC(C)NC(=O)Cc1c(C)c2cc3c(cc2oc1=O)OC(C)(C)CC3 (stereo unspecified)	0	-9	-3	12	4	22	8	-1	2
COc1cc2c(C)nc(C)c(C#N)c2cc1OC	3	5	0	4	2	-3	5	-1	4
